Tn7 DDE FP – inhibitors of Tn7 peptide binding to human fibrin DD(E). P02675. FP displacement of FITC-Tn7 peptide from fibrin DD(E); 0% = median of compound wells per plate. inhibition, % at 8.3 µM. 370,000 tested, 0.13% active. AID 720508;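 active = inhibition above the mean of compounds falling within the control limits plus 3 SD of them, cut at about 14% in these data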;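 also: 0% = plate median of compound wells and 100% = 10 µM Aha-Tn7 peptide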
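System: human fibrin DD(E); quantity: Fibrin-DD(E) at 2 µM final; also added: fluorescent Tn7 probe at 0.1 µM; compound dosing: single nominal test concentration of 8.3 µM per compound; schedule: 10 min preincubation, 3 h with tracer, room temperature; detection: fluorescence polarization of the labelled Tn7 tracer; repeats: one replicate per compound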
PLC-gamma1 inh – inhibitors of human phospholipase C gamma1 | P19174 | purified PLC-gamma1, fluorogenic substrate, fluorescence | inhibition, % at 12.2 µM | 370,000 tested, 0.84% active | AID 720700; in the data active = inhibition above about 9.5%
Target sequence (P19174 whole entry, looked up): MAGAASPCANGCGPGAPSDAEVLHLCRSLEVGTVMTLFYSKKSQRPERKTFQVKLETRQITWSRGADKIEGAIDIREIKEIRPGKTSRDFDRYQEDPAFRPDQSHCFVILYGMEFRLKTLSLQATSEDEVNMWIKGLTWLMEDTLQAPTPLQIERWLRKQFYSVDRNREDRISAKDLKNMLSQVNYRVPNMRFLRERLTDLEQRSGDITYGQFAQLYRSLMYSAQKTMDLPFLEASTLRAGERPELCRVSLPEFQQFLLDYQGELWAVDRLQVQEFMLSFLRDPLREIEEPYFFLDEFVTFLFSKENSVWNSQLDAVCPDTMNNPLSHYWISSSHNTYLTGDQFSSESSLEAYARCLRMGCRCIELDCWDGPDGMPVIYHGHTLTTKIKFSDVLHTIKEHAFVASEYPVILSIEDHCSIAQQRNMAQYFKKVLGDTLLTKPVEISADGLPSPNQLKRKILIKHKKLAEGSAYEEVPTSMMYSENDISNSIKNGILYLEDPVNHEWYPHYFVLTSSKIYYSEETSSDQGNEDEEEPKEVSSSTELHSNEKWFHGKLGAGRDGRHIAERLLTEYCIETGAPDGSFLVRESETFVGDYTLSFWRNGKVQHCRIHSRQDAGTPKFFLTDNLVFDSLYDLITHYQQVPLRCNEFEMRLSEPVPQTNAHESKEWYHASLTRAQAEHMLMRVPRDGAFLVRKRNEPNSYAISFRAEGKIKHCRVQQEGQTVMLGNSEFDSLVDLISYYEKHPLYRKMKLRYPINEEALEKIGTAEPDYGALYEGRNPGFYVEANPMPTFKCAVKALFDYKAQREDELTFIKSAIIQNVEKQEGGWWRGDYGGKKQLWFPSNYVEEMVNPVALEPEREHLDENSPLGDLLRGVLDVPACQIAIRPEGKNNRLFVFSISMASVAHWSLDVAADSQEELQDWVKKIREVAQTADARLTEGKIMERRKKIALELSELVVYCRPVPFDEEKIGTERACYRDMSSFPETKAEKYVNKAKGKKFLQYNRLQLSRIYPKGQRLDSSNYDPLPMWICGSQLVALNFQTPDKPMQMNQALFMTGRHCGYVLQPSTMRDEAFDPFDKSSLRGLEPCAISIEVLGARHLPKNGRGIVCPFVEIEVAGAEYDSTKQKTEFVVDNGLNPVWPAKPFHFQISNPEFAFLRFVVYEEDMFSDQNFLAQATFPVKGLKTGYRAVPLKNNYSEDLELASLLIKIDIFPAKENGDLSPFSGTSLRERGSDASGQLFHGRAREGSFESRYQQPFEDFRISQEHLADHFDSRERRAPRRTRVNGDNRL
NR1D1 modulator – modulates human Rev-erb alpha binding to DNA. P20393. Rev-erbα–FITC-DNA binding, fluorescence polarization, 90 min. activity, % at 10 µM. 370,000 tested, 0.79% active. AID 1259318;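 active = activity above about 14%, limit read from the data; passing the limit was not always enough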;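 also: 0% = DMSO wells with 35 nM protein and 100% = DMSO wells with 750 nM protein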
KLK7 zymogen act – activators of human kallikrein-7 zymogen; AID 652039; P49862; activation, % at 7 µM; 370,000 tested, 0.9% active; purified proKLK7, EDANS-DABCYL substrate fluorescence; 100% is mature enzyme control, 0% vehicle;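 active = activation above the mean of all tested compounds plus 3 SD, computed per campaign excluding outliers beyond control limits, cut at about 13% in these data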
ARFGAP1 inh – inhibitors of rat ARFGAP1; Q62848; Arfgap1-stimulated ARF1 GTP hydrolysis, GDP FP detection; inhibition, % at 16.5 µM; 360,000 tested, 0.26% active; AID 651572;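 active = inhibition above a per-plate limit, mean inhibition of low control wells plus 3 SD, cut at about 25% in these data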;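 also: 0% = DMSO wells with enzyme and 100% = wells lacking Arfgap1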
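Repeats: one replicate per compound; assay system: rat Arfgap1 catalytic domain, aa 1-136; times: enzyme reaction 120 min at 25 °C after 20 min preincubation; detection: FP of antibody-bound GDP Alexa 633 tracer, ex 620/em 688 nm; benchmarks: high control wells lacking Arfgap1, low control full reaction with DMSO; reagent: human ARF1(Δ1-17)-GTP substrate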
DDE Tn6 FP inh – inhibitors of Tn6 peptide binding to human fibrin DD(E); P02675; Fibrin DD(E) TRITC-Tn6 fluorescence polarization displacement; inhibition, % at 8.3 µM; 370,000 tested, 0.21% active; AID 720509;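 active = inhibition above a per-campaign cutoff: mean of compounds within control limits plus 3 SD, cut at about 15% in these data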;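 also: 0% = median of all compound wells on the plate and 100% = blocking peptide control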
ASAP1 inh – ASAP1 ArfGAP inhibition. inhibition, % at 16.5 µM. AID 624377. ASAP1-stimulated ARF1 GTP hydrolysis, GDP FP detection. 360,000 tested, 0.19% active; in the data active = inhibition above about 25%;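 also: 0% = vehicle with enzyme and substrate and 100% = no enzyme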
PLC-beta3 inh – blocks human PLC-beta3 enzyme activity; 370,000 tested, 0.18% active; inhibition, % at 12.2 µM; Q01970; Purified PLC-beta3, fluorogenic substrate, fluorescence; AID 720704; in the data active = inhibition above about 11%;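 also: 0% = median of compound wells on plate and 100% = full blocker control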
UHRF1 binding – UHRF1 methyl-DNA binding inhibition. Q96T88. UHRF1 binding to methylated oligo, TR-FRET. inhibition, % at 4.4 µM. 370,000 tested, 0.75% active. AID 687016; in the data active = inhibition above about 21%;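 also: UHRF1 SRA domain binding a hemimethylated CpG hairpin DNA probe; 0% = median of test compound wells and 100% = reference inhibitor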
HGIII-sPLA2 inh – Blocks human group III sPLA2 activity | Q9NZ20 | QFRET BODIPY PC-A2 liposome hydrolysis, fluorescence | inhibition, % at 12.2 µM | 370,000 tested, 0.56% active | AID 743126;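 active = inhibition above mean plus 3 SD of compounds lying within the high and low control bounds, cut at about 19% in these data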;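 also: 0% = median of test compound wells and 100% = no enzyme DMSO wells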
The depositor's hits bear a star; · = not tested or not shown.

1) Cn1nc(CC(=O)NCc2ccc(C(F)(F)F)cc2)c2ccccc2c1=O
2) O=C(Nc1ccc(-n2cnnn2)cc1)C1CCCN1C(=O)NC1CCCCC1 (configuration not stated)
3) O=C(Cc1ccc(Cl)cc1)Nc1cccc(S(=O)(=O)Nc2ccccc2F)c1
4) COCCNC(=S)N/N=C1\CC(C)CC(C)(C)C1 (configuration not stated)
5) CN1C(=O)C(C)(C)c2cc(S(=O)(=O)NCCc3ccc(Cl)cc3)ccc21
6) CCCCCCCCCC(=O)N[C@@H]1c2cc(OC)c(OC)cc2C[C@H]1O
7) CCOC(=O)c1nn(-c2ccc(Cl)cc2)cc1O
8) CCC(=O)N1CCc2cc(S(=O)(=O)NCCC(=O)NC3CCCCCC3)ccc21
9) COC(=O)c1cc(=O)n(Cc2ccco2)c(=Nc2ccc(F)c(Cl)c2)s1
10) COC(=O)c1cccc(/C=N/NC(N)=S)c1O

compound no.	1	2	3	4	5	6	7	8	9	10
Tn7 DDE FP	1	-3	5	-8	6	-2	2	-4	5	8
PLC-gamma1 inh	-2	2	-2	4	-2	-3	-22	2	3	-256
NR1D1 modulator	-7	-5	4	-3	-3	9	-2	1	-1	-1
KLK7 zymogen act	0.0	-0.1	-0.5	0.8	-0.4	-0.8	-6.6	-0.2	0.7	-123
ARFGAP1 inh	-2	-17	12	1	-5	16	6	9	-1	-11
DDE Tn6 FP inh	-7	7	-2	2	-2	-4	-9	-1	0	-4
ASAP1 inh	-4	-4	11	-7	9	-3	-5	8	7	-16
PLC-beta3 inh	0	3	-5	-4	-4	-3	-43	-1	6	-364
UHRF1 binding	2	0	3	-1	2	1	0	-3	-2	-5
HGIII-sPLA2 inh	0	2	-30	8	-3	9	7	1	-2	21*

11) COc1ccccc1C(=O)N/C(=C\c1cn(S(=O)(=O)N(C)C)c2ccccc12)C(=O)NCCCN1CCOCC1
12) COCCN(C(=O)CCc1ccc(OC)cc1)c1nnc(-c2ccncc2)s1
13) CC(NC(=O)c1ccc(C(C)(C)C)cc1)C(=O)O (configuration not stated)
14) COc1ccc(/C=N/NC(=S)SC)cc1OC
15) O=S(=O)(NC(=S)NC1CCCCC1)c1cccs1
16) COc1ccc(OC)c(S(=O)(=O)Nc2ccccc2C)c1
17) O=C(COC(=O)c1ccc(F)c(S(=O)(=O)N2CCCCC2)c1)NCc1ccc(F)cc1
18) CCN(C[C@H]1N[C@@](C)(C(=O)OC)[C@H]2C(=O)N(Cc3ccccc3)C(=O)[C@@H]12)C(=O)c1ccc(C)cc1
19) S=C(NCCc1ccccc1)N/N=C/c1c(Cl)cccc1Cl
20) Cc1ccccc1Cn1ccc(NC(=O)CCSc2nc(-c3ccco3)cc(C(F)(F)F)n2)n1

compound no.	11	12	13	14	15	16	17	18	19	20
Tn7 DDE FP	3	4	2	-2	1	1	2	1	-3	3
PLC-gamma1 inh	0	1	1	-2	-1	5	2	0	1	-1
NR1D1 modulator	-7	-6	-1	2	15	-1	1	-5	8	6
KLK7 zymogen act	0.7	0.1	0.5	0.4	0.4	0.7	0.2	-0.2	0.3	0.0
ARFGAP1 inh	-11	-4	-3	8	-4	3	8	-3	7	-5
DDE Tn6 FP inh	7	4	-10	-2	10	-1	-4	2	-5	-8
ASAP1 inh	-11	-1	-3	15	0	-7	10	1	-10	0
PLC-beta3 inh	-5	-6	2	1	5	0	0	3	-2	-4
UHRF1 binding	-1	0	-3	-3	-2	3	5	0	-4	0
HGIII-sPLA2 inh	2	-3	6	15	10	9	-19	4	-1	-11

Compound profiles, as listed above:
Entry for `Cc1ccccc1Cn1ccc(NC(=O)CCSc2nc(-c3ccco3)cc(C(F)(F)F)n2)n1` → Tn7 DDE FP: 3; PLC-gamma1 inh: -1; NR1D1 modulator: 6; KLK7 zymogen act: 0.0; ARFGAP1 inh: -5; DDE Tn6 FP inh: -8; ASAP1 inh: 0; PLC-beta3 inh: -4; UHRF1 binding: 0; HGIII-sPLA2 inh: -11
Entry for `O=C(COC(=O)c1ccc(F)c(S(=O)(=O)N2CCCCC2)c1)NCc1ccc(F)cc1` → Tn7 DDE FP: 2; PLC-gamma1 inh: 2; NR1D1 modulator: 1; KLK7 zymogen act: 0.2; ARFGAP1 inh: 8; DDE Tn6 FP inh: -4; ASAP1 inh: 10; PLC-beta3 inh: 0; UHRF1 binding: 5; HGIII-sPLA2 inh: -19
Entry for `COc1ccccc1C(=O)N/C(=C\c1cn(S(=O)(=O)N(C)C)c2ccccc12)C(=O)NCCCN1CCOCC1` → Tn7 DDE FP: 3; PLC-gamma1 inh: 0; NR1D1 modulator: -7; KLK7 zymogen act: 0.7; ARFGAP1 inh: -11; DDE Tn6 FP inh: 7; ASAP1 inh: -11; PLC-beta3 inh: -5; UHRF1 binding: -1; HGIII-sPLA2 inh: 2

Remaining list, next part:
21) CN(C)/C(=N\O)c1c(Cl)cccc1Cl
22) COc1ccc(NC(=O)COC(=O)C2CCC(C(C)(C)C)CC2)c([N+](=O)[O-])c1 (configuration not stated)
23) CCOC(=O)c1sc(=S)n(-c2cccc(OC)c2)c1N
24) O=C(CSCc1ccc(Br)cc1)NC1CC1
25) Cc1c(NC(=O)CN2C(=O)NC3(CCCCC3C)C2=O)cccc1[N+](=O)[O-] (configuration not stated)
26) O=C(CN(c1ccc(Br)cc1)S(=O)(=O)c1ccc(Cl)c([N+](=O)[O-])c1)NCCc1ccccc1
27) COCCOC(=O)C1=C(C)N(Cc2ccccc2)C(=O)NC1c1ccc(OC)cc1 (configuration not stated)
28) Nc1ccc(C(=O)OCCc2ccccc2)cc1
29) COc1cc2c(cc1OC)C1(CCCC1)CNC2c1ccc([N+](=O)[O-])cc1 (configuration not stated)
30) Cc1ccc2ccc[n+](Cc3ccccc3)c2c1

compound no.	21	22	23	24	25	26	27	28	29	30
Tn7 DDE FP	2	-3	3	-4	-3	-7	-3	-2	1	4
PLC-gamma1 inh	1	0	2	2	2	4	6	-2	1	-5
NR1D1 modulator	4	1	-4	9	3	-2	·	3	5	1
KLK7 zymogen act	-0.3	-0.6	0.3	0.5	0.2	0.3	0.5	0.4	0.5	-0.1
ARFGAP1 inh	8	13	-1	-1	7	12	4	6	-5	-8
DDE Tn6 FP inh	-7	-1	-2	0	1	-9	3	0	1	10
ASAP1 inh	-7	1	13	-6	2	8	-16	6	4	1
PLC-beta3 inh	-3	2	4	-7	-2	-5	3	0	0	-17
UHRF1 binding	2	-4	-2	1	2	1	2	-1	-1	1
HGIII-sPLA2 inh	15	-7	4	-4	3	-7	4	7	-1	7

31) CCc1cc(C(=O)N/N=C/c2c(C)[nH]c3ccccc23)cs1
32) Fc1ccccc1CN(CCN1CCOCC1)C(=S)Nc1ccccc1Cl
33) CCNC(=S)N=Nc1c(O)[nH]c2ccc([N+](=O)[O-])cc12
34) CCOC(=O)Cc1nn(CCc2ccccn2)c(=O)c2ccccc12
35) Cc1ccc(S(=O)(=O)N2CCN(C(=O)c3cccn3C)CC2)cc1
36) CCCCCCCn1c(C)nnc1-c1cnn(C)c1N
37) O=C(NN1CCOCC1)c1cn(-c2ccccc2)nc1-c1cccs1
38) CCN1CCCC1CN(Cc1cc2cc(C)cc(C)c2[nH]c1=O)C(=O)Nc1ccccc1OC (configuration not stated)
39) COc1ccc(C)cc1NC1=C(Cl)C(=O)N(C2CCCCC2)C1=O
40) COc1ccc(S(=O)(=O)N(Cc2ccccc2)Cc2nc(-c3ccccc3)no2)cc1

compound no.	31	32	33	34	35	36	37	38	39	40
Tn7 DDE FP	4	-9	0	3	1	-4	3	4	-2	0
PLC-gamma1 inh	-22	5	2	6	0	-1	1	-29	-2	6
NR1D1 modulator	-1	1	0	-2	3	-3	-4	·	2	1
KLK7 zymogen act	0.7	0.3	-0.5	0.1	-0.3	0.4	0.1	-1.7	-0.1	-0.1
ARFGAP1 inh	14	-4	3	-1	·	-3	9	12	1	10
DDE Tn6 FP inh	-1	0	-6	0	-2	1	-4	-7	-10	-2
ASAP1 inh	10	1	5	8	·	6	5	-3	7	7
PLC-beta3 inh	-22	3	-5	3	-3	-6	-6	-35	-1	8
UHRF1 binding	-1	0	0	3	2	-1	-1	2	6	5
HGIII-sPLA2 inh	-11	4	4	8	2	-3	-5	-6	6	5

Structures above that bear a hit mark in HGIII-sPLA2 inh.
10) COC(=O)c1cccc(/C=N/NC(N)=S)c1O

compound no.	10
Tn7 DDE FP	8
PLC-gamma1 inh	-256
NR1D1 modulator	-1
KLK7 zymogen act	-123
ARFGAP1 inh	-11
DDE Tn6 FP inh	-4
ASAP1 inh	-16
PLC-beta3 inh	-364
UHRF1 binding	-5
HGIII-sPLA2 inh	21*

Additional entries follow:
41) COc1ccc(C(=O)NNC2=NC(C)(C)Cc3ccccc32)cc1
42) COCC(C)N1CCC(n2nccc2NC(=O)CCCc2ccccc2)CC1 (configuration not stated)
43) CC(C)Cn1c(=O)c2ccccc2n2c(SCC(=O)N3c4ccccc4CC3C)nnc12 (configuration not stated)
44) COc1ccc(OCC(O)CN2CCCC2)cc1 (configuration not stated)
45) CCCCOCCCNC(=O)C[C@@H]1C[C@@]2(C(=O)OC)CCCCC=C2N(CCC2=CCCCC2)C1=O

compound no.	41	42	43	44	45
Tn7 DDE FP	9	0	4	3	1
PLC-gamma1 inh	-2	-1	1	0	-2
NR1D1 modulator	-3	-1	-6	-3	-6
KLK7 zymogen act	0.2	-0.6	-0.5	0.2	0.1
ARFGAP1 inh	10	-10	-7	-18	-4
DDE Tn6 FP inh	6	-5	7	0	2
ASAP1 inh	7	-5	-12	22	-7
PLC-beta3 inh	4	-9	2	-4	-1
UHRF1 binding	-2	2	4	1	-2
HGIII-sPLA2 inh	-2	1	5	5	-10
